K1F lysis inhibition = inhibition of K1F phage lysis, E. coli UTI89, bacterial capsule biogenesis inhibitors, alamar blue (AID 488966); E. coli UTI89 K1F phage lysis, alamar blue, 2 h; higher % means a stronger effect; inhibition, % at 100 µM, or IC50 in µM where a hit was titrated; 340,000 tested, 0.02% active;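 active means phage lysis inhibition, versus mean bacterial control, above a set limit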;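 further: capsule biogenesis inhibitors block K1F phage lysis so surviving cells raise fluorescence; higher fluorescence means more inhibition of phage lysis; actives were called in the ten point dose series up to 300 µM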
Siah-1 displacement = Siah-1 peptide-binding antagonists, primary screen, biochemical, fluorescence polarization, rhodamine-plectin, uHTS (AID 1817). Siah-1 / rhodamine-plectin peptide fluorescence polarization; higher % means a stronger effect. displacement, % at 20 µM; hits with a dose series show IC50 in µM. 290,000 tested, 0.02% active;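 active means displacement of at least 50% at 20 µM, with a fluorescence ratio check between 0.3 and a set limit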;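 further: plate controls were Siah plus tracer with DMSO for no effect and tracer alone without Siah for full effect; strong numbers were not always called active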
GPR55 activation = selective activators of receptor GPR55 – imaging, U2OS cells, beta-arrestin-GFP redistribution, primary screen (AID 1961); 290,000 tested, 0.048% active; U2OS GPR55 beta-arrestin-GFP redistribution imaging; higher % means a stronger effect; activation, % at 10 µM; hits with a dose series show EC50 in µM;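 active means activation above 40% with more than 50 cells counted in the well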;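 further: U2OS osteosarcoma cells stably expressing GPR55 and beta-arrestin-GFP; plate controls were DMSO negative control for no effect and LPI positive control for full effect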
GPR55 LPI antagonism = inhibition of LPI-stimulated GPR55 beta-arrestin translocation – imaging, U2OS, beta-arrestin-GFP, LPI agonist, primary screen (AID 2013); one-dose inhibition, % at 10 µM; IC50 in µM for titrated hits; 290,000 tested, 0.13% active; U2OS GPR55 beta-arrestin-GFP translocation imaging, LPI antagonism; higher % means a stronger effect;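 active means spots per cell inhibited over 60%, with over 100 cells counted and total cytoplasm intensity under 500,000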;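 further: U2OS cells stably carrying GPR55 and arrestin-GFP stimulated by 5 µM LPI near EC80; imaged beta-arrestin-GFP aggregate spots per cell after agonist stimulation; plate controls were LPI-stimulated DMSO wells for no effect and DMSO wells without LPI for full effect; some results filed as inactive read as strong as hits; confirmed hits need IC50 under 10 µM and bright autofluorescent wells are also inconclusive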
NTR1 agonist = agonists of NTR1, primary screen, imaging, U2OS cells, beta-arrestin-GFP, high content (AID 493036). P30989. NTR1-U2OS beta-arrestin-GFP spot imaging, agonist mode. activation, % at 20 µM. 330,000 tested, 0.17% active;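 active means activation at or above 40% of the spot to cytoplasm intensity ratio, with at least 20 cells analyzed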;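 further: 0% = DMSO without peptide and 100% = 100 nM NTR1 peptide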
Target sequence (P30989 whole entry, looked up): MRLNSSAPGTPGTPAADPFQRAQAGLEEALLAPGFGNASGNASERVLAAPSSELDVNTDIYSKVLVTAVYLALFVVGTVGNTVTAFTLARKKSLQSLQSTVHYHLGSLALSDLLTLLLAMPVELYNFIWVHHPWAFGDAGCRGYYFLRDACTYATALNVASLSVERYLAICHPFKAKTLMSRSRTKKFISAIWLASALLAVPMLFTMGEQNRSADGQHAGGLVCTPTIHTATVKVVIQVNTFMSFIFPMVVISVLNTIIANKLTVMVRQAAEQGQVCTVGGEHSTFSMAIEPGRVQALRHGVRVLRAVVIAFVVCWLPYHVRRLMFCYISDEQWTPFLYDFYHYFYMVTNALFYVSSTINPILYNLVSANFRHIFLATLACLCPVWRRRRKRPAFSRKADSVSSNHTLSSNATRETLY
AID2073 = disruptors of CaV2.2 binding to Mint1 – biochemical, HTRF (AID 2073); 290,000 tested, 0.19% active; inhibition, % at 20 µM, or IC50 in µM where a hit was titrated; HTRF protein-protein interaction, Mint1-CaV2.2; higher % means a stronger effect; in the data active means inhibition mostly above about 51%, no sharp cut-off; further: some results filed as inactive read as strong as hits
HIV fusion peptide = cell-free HIV fusion peptide-binding blockers – biochemical, uHTS, fluorescence dequenching, primary screen (AID 1986); one-dose inhibition, % at 20 µM; IC50 in µM for titrated hits; 290,000 tested, 0.3% active; cell-free peptide binding, fluorescence dequenching, 30 min; higher % means a stronger effect; in the data active means inhibition mostly above about 52%, no sharp cut-off; inactive means mostly below about 76%; further: some results filed as inactive read as strong as hits
GPR35 arrestin U2OS = inhibition of zaprinast-stimulated GPR35 beta-arrestin translocation – imaging, U2OS, beta-arrestin-GFP, zaprinast agonist, primary screen (AID 2058); U2OS GPR35 beta-arrestin-GFP translocation imaging, zaprinast antagonism; higher % means a stronger effect; inhibition, % at 10 µM; hits with a dose series show IC50 in µM; 290,000 tested, 0.052% active;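 active means inhibition of at least 50% with at least 30 cells and total cytoplasm GFP at most 10,000,000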
Dengue-2 NS5 capping = flavivirus cap methylation enzyme inhibition – biochemical, confirmation dose response, primary screen (AID 588689) | Dengue-2 NS5 methyltransferase capping enzyme assay, biochemical; higher % means a stronger effect | one-dose inhibition, % at 25 µM; IC50 in µM for titrated hits | 340,000 tested, 0.3% active; in the data active means a potency from the dose series
NTR1 agonist cell count 20 µM = further read-out of NTR1 agonist, marked with its call; cell count; measured here: cell count, cytotoxicity flag
Dengue-2 NS5 capping pilot replicate = further read-out of Dengue-2 NS5 capping, marked with its call; inhibition, %; measured here: pilot screen replicate inhibition
* = called active by the depositor; . = not tested or not shown; [ ] = remark or other dose.

SMILES | K1F lysis inhibition | Siah-1 displacement | GPR55 activation | GPR55 LPI antagonism | NTR1 agonist | NTR1 agonist cell count 20 µM | AID2073 | HIV fusion peptide | GPR35 arrestin U2OS | Dengue-2 NS5 capping | others
Cc1ccc(Cn2nnc(C(=O)Nc3cc(C)ccc3C)c2N)cc1 | 0.0% | 3% | 0.8% | -2% | 7.2 | 64 | 8% | -0.5% | 14% | -8%
CCc1ccc(-c2nc(CS(=O)CC(=O)NCc3cccnc3)c(C)o2)cc1 (configuration not stated) | 1.2% | 1% | 0.3% | 10% | 0.1 | 46 | -12% | -0.8% | -2% | -6%
N#Cc1ccc(COC(=O)c2cccnc2Cl)cc1 | 0.4% | -3% | -0.2% | -1% | -0.1 | 49 | 8% | -2.2% | 53% | -5%
O=C(CC1C(=O)N(Cc2ccccc2)C(=S)N1CCN1CCOCC1)Nc1ccc(F)cc1 (configuration not stated) | . | 0% | -0.1% | 2% | 3.0 | 51 | -16% | -0.9% | -17% | .
CCOC(=O)c1cccc(NC(=O)CSc2nc3ccccc3c(=O)n2CC)c1 | 5.3% | -2% | 0.9% | 5% | 6.5 | 58 | 27% | -1.3% | -7% | -15%
CCOC(=O)c1c(NC(=O)CN2CCOCC2)sc(C(=O)NC)c1C | 0.3% | 1% | -0.1% | 12% | 1.1 | 96 | -3% | 1.5% | -8% | -3%
CCC(=O)Nc1ccc2oc(-c3ccccc3Br)nc2c1 | 3.6% | 1% | 0.6% | -9% | -0.7 | 63 | 18% | -1.2% | -16% | 3%
COc1cc(S(=O)(=O)Nc2ccccc2)ccc1N=Cc1c(C)[nH]n(-c2ccc(C)cc2)c1=O | . | 5% | 0.2% | 8% | 3.1 | 33 | 18% | 0.6% | -16% | .
COc1ccc(-c2noc(CSc3nc(-c4ccccc4)cc(=O)[nH]3)n2)cc1 | -1.0% | 1% | 0.2% | 8% | 2.1 | 78 | -4% | -0.1% | 2% | 7%
Cc1cc(=O)[nH]c(Nc2ccc(N(C)C)cc2)n1 | -2.4% | -1% | -0.2% | 8% | -1.4 | 72 | -19% | -2.2% | -4% | 7%
Cc1ccc(N2C(=O)CCSC23C(=O)Nc2ccccc23)cc1 (configuration not stated) | -0.1% | 1% | -0.2% | -8% | 1.0 | 85 | 2% | -0.6% | 11% | -11%
CCOC(=O)COc1cc([N+](=O)[O-])cc2cccnc12 | 0.2% | -10% | -0.1% | 8% | 1.6 | 55 | -13% | -2.9% | -9% | -2%
Brc1cccc(CN2CCCCCC2)c1 | 0.1% | 1% | -0.1% | 2% | 1.7 | 43 | 10% | -0.5% | -2% | 9%
O=S(=O)(c1cccc(-c2nnc3n2CCCCC3)c1)N1CCCC1 | 0.2% | 4% | 0.6% | 11% | 2.6 | 45 | 12% | 0.7% | 10% | 1%
COc1ccc(O)c(C2NC(CC(C)C)(C(=O)O)C3C(=O)N(Cc4ccccc4)C(=O)C23)c1 (configuration not stated) | 0.9% | 9% | -0.1% | -3% | 0.7 | 76 | 2% | -1.6% | -10% | 0% | Dengue-2 NS5 capping pilot replicate=-0.6
O=C(NCc1ccc(Cl)cc1)C1CCCO1 (configuration not stated) | 0.5% | 3% | 0.2% | -2% | 2.0 | 70 | -4% | 0.1% | 3% | 8%
COc1cc2c(cc1OC)C(C)N(CC(=O)Nc1ccc(C)c(S(=O)(=O)N3CCOCC3)c1)CC2 (configuration not stated) | 0.1% | 2% | -0.1% | -11% | 1.0 | 73 | 2% | 1.1% | 11% | -5%
COc1ccc(-c2nc(-c3cccs3)no2)cc1 | 0.3% | -5% | -0.1% | -4% | 0.9 | 69 | -24% | -1.7% | -13% | 2%
Cc1cc(O)c(C2(O)C(=O)Nc3ccccc32)cc1C (configuration not stated) | 0.0% | -6% | -0.1% | 7% | -1.3 | 101 | 12% | 0.3% | 13% | 4%
O=C(CSc1ncnc2c1nnn2-c1ccc(F)cc1)NCC1CCCO1 (configuration not stated) | -0.1% | -1% | 0.3% | 14% | 3.8 | 37 | -2% | -0.8% | 8% | -12%
O=C(Cn1cnc2c(cnn2-c2ccc(Cl)cc2)c1=O)N1CCN(c2ccccc2)CC1 | 0.1% | -3% | -0.6% | -1% | 11 | 51 | 8% | -0.3% | -4% | -1%
N#C/C(=C\c1ccccc1Cl)C(=O)NC(=O)Oc1ccccc1 | -2.0% | -3% | -0.1% | 2% | 1.6 | 59 | -7% | 0.5% | 9% | -1%
COc1cccc(C(=O)/C=C/Nc2cccc(O)c2)c1 | -0.9% | 0% | 0.3% | -3% | -0.5 | 56 | 5% | 12% | -1% | -3%
CC(=O)Nc1ccc(CN2CCN(Cc3ccc(F)c(F)c3)C(CCO)C2)cc1 (configuration not stated) | -0.1% | 2% | 0.2% | 14% | -0.9 | 31 | 12% | 2.4% | 2% | -1%
Cn1cc(SCC(=O)N2CCCc3ccccc32)c2ccccc21 | 3.8% | -2% | -0.3% | 12% | 5.0 | 67 | -8% | -1.1% | -12% | -2%
COc1ccccc1CNC(=O)COc1cc2c(c3oc(=O)cc(C)c13)CCC(C)(C)O2 | 0.9% | 2% | -0.2% | -11% | 3.5 | 73 | 16% | 0.6% | -16% | -6%
CCOC(=O)c1cccc(NC(=O)CSc2nnc(C)n2Cc2ccccc2)c1 | -0.4% | -1% | -0.2% | 7% | 0.4 | 72 | 19% | -2.4% | -6% | -6%
O=C(Nc1ccc(C(=O)O)cc1)Nc1ccc([N+](=O)[O-])cc1 | 0.0% | 11% | -0.1% | -1% | 0.3 | 67 | 0% | 3.0% | -8% | -24%
CCc1nc(CNC(=O)C2CCC(=O)N(Cc3cccc(OC)c3)C2)no1 (configuration not stated) | 0.5% | 0% | 0.2% | -5% | 0.1 | 60 | -7% | 0.9% | -14% | 4%
O=C(Nc1ccc(F)cc1)c1ccccc1NS(=O)(=O)N1CCCC1 | 0.1% | 2% | -0.2% | 1% | 1.9 | 44 | 12% | 1.7% | 2% | 1%
O=C(O)c1cccc(S(=O)(=O)N2CCC(n3nnc4cc(C(F)(F)F)ccc43)CC2)c1 | 0.6% | -1% | -0.1% | -7% | 0.3 | 31 | 4% | 4.2% | -5% | -7%
Cc1cccc(NC(=O)CSc2nnc(-c3ccco3)c(-c3ccco3)n2)c1 | -0.2% | 47% | 0.2% | 1% | 1.7 | 37 | 44% | 47% | -8% | 26%
COc1ccc(CCN(C)C(=O)CCCN2C(=O)c3cccc4cccc(c34)C2=O)cc1OC | -0.4%[50 µM] | 6% | -0.1% | 5% | 4.1 | 52 | 2% | 1.1% | -8% | -8%
COc1cc(S(=O)(=O)N2CCCC3(CCCCC3)C2)ccc1-n1cnnn1 | 0.2% | -2% | 0.5% | -3% | 4.1 | 48 | 0% | 1.0% | 2% | -3%
Cc1cc(Sc2nc(N)ncc2[N+](=O)[O-])ncn1 | -0.1% | -6% | 0.0% | -20% | 0.0 | 91 | -4% | -1.5% | 6% | -18%
COc1cc(O)c(C(CCN2CCOCC2)c2ccc3c(c2)OCO3)c(OC)c1 (configuration not stated) | -0.4% | -2% | 0.0% | -5% | -2.0 | 80 | 7% | 1.4% | -7% | -4%
CC(OC(=O)CN1C(=O)NC2(CCCC2)C1=O)C(=O)Nc1cccc(Cl)c1 (configuration not stated) | 2.3%[50 µM] | 2% | -0.1% | 20% | 0.8 | 54 | 12% | -0.4% | -3% | -3%
O=C(/C=C/Nc1ccc(F)cc1)c1ccc(Oc2ncccn2)cc1 | 0.2% | 9% | -0.4% | 2% | 1.4 | 42 | 16% | 7.5% | 2% | 1%
COc1ccccc1C(=O)NCCCNc1ccc([N+](=O)[O-])cc1 | 1.6%[50 µM] | 6% | -0.5% | 10% | 2.9 | 60 | 2% | 0.2% | 0% | -11%
O=C(COc1ccc(S(=O)(=O)N2CCOCC2)cc1)NCC1CCCO1 (configuration not stated) | -0.1% | -4% | -0.2% | 10% | 0.4 | 77 | 18% | 0.1% | -10% | 2%
Cc1nn(Cc2ccc(C(=O)N3N=C(C(F)F)CC3(O)C(F)F)o2)c(C)c1[N+](=O)[O-] (configuration not stated) | -4.7% | 7% | -0.1% | -6% | -0.6 | 45 | 5% | -0.3% | 24% | -10%
Cc1nc(-c2cccc(S(=O)(=O)N3CCC(C)CC3)c2)cs1 | 2.1% | 0% | -0.2% | 35% | 1.8 | 46 | 5% | 2.5% | 1% | -5%
Cc1[nH]c2ccccc2c1-c1nc2ccccc2[nH]1 | -7.3% | -2% | 0.4% | 8% | 1.8 | 58 | -8% | -1.6% | 30% | -3%
CC(=O)Nc1ccc(S(=O)(=O)Oc2ccc3c(c2)C(C)=CC(C)(C)N3)cc1 | . | 0% | 0.2% | 11% | 4.6 | 54 | -24% | 5.1% | -5% | .
COc1ccc(CCC(=O)Nc2sc(C(=O)N(C)C)c(C)c2C#N)cc1 | 0.2% | 2% | 0.0% | -3% | 1.3 | 40 | 3% | -1.6% | -10% | 3%
COc1ccccc1NC(=O)Nc1ccccc1C(N)=O | 0.9% | -3% | 0.5% | -13% | 0.6 | 81 | -10% | -1.2% | -8% | -5%
Cc1cccc(Oc2ccc(N)cc2)c1 | 0.1% | 4% | 0.3% | 5% | 0.3 | 55 | -1% | -0.3% | 7% | -12%
COc1ccc(S(=O)(=O)N2CCCCCC2)cc1NC(=O)c1ccccc1 | 0.8%[50 µM] | 0% | -0.1% | 3% | -0.4 | 78 | 13% | 0.0% | -2% | -6%

Quoted at random: four entries already listed, in no set order.
SMILES | K1F lysis inhibition | Siah-1 displacement | GPR55 activation | GPR55 LPI antagonism | NTR1 agonist | NTR1 agonist cell count 20 µM | AID2073 | HIV fusion peptide | GPR35 arrestin U2OS | Dengue-2 NS5 capping | others
Cc1cccc(Oc2ccc(N)cc2)c1 | 0.1% | 4% | 0.3% | 5% | 0.3 | 55 | -1% | -0.3% | 7% | -12%
Cc1nn(Cc2ccc(C(=O)N3N=C(C(F)F)CC3(O)C(F)F)o2)c(C)c1[N+](=O)[O-] (configuration not stated) | -4.7% | 7% | -0.1% | -6% | -0.6 | 45 | 5% | -0.3% | 24% | -10%
O=C(/C=C/Nc1ccc(F)cc1)c1ccc(Oc2ncccn2)cc1 | 0.2% | 9% | -0.4% | 2% | 1.4 | 42 | 16% | 7.5% | 2% | 1%
CC(OC(=O)CN1C(=O)NC2(CCCC2)C1=O)C(=O)Nc1cccc(Cl)c1 (configuration not stated) | 2.3%[50 µM] | 2% | -0.1% | 20% | 0.8 | 54 | 12% | -0.4% | -3% | -3%

Bioassay records (PubChem BioAssay)
